# Source: PubChem BioAssay (National Center for Advancing Translational Sciences (NCATS))
# TRPV1 ag: HTS Assay for Compounds that Act as Agonists of the Vanilloid Receptor 1 | Transient receptor potential cation channel subfamily V member 1 (Homo sapiens), Q8NER1 | TRPV1-expressing cells, Fluo-8 calcium influx, agonist mode | activation, % at 8.33 µM | actives 0.19% (n = 320,000) | AID 540275, 2011; in the data active = activation above about 80%; inconclusive = between about 30% and that limit; also: 0% is about no effect
# Target sequence (Q8NER1 whole entry, looked up): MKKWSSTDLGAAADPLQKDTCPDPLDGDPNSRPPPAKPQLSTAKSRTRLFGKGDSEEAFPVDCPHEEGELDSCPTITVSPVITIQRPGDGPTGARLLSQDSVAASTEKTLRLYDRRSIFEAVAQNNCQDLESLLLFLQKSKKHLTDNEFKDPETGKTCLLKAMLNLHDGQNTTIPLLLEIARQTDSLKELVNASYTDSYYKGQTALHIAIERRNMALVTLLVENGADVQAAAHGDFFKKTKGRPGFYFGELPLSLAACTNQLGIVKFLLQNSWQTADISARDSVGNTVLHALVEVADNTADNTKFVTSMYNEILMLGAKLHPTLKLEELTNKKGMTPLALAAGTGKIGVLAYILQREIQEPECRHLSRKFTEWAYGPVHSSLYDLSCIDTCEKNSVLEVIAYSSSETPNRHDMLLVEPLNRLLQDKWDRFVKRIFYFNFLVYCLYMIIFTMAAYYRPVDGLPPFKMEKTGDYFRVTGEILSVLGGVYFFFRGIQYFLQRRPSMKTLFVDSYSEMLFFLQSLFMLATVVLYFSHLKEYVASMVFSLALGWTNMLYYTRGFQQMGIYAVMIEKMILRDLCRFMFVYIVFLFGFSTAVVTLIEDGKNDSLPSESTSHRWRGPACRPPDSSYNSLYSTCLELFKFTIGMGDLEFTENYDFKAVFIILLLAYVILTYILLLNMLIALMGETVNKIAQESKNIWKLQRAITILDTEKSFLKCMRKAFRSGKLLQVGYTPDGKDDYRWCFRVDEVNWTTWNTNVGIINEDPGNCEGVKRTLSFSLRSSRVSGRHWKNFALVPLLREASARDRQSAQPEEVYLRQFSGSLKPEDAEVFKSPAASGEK
#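 Cells expressing TRPV1 were dye-loaded with Fluo-8 and read kinetically: 10 s baseline, 3 min after compound (agonist portion), then 2 min after EC20 capsaicin (allosteric enhancer portion). Calcium-bound dye fluorescence at 480/520 nm.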
# KCNH2 WT inh: qHTS for Inhibitors of KCHN2 3.1: Wildtype qHTS | U2OS, BacMam KCNH2, thallium flux FluxOr; stronger effect = lower value | activity change, % at 1.84 µM | actives 0.37% (n = 340,000);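 active = maximum activity change below -70%; inconclusive = maximum activity change between -70% and -50%; inactive = maximum activity change above -50%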; also: % is scaled to controls: 0 for no effect and ±100 for the full control effect
#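 U2OS cells transduced with wild-type KCNH2 virus are loaded with FluxOr dye for 45 min, and thallium flux is measured in kinetic reads before and after stimulation buffer. Rate constants are normalized to DMSO controls.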
# MBNL1-CUG inh: qHTS Assay for Inhibitors of MBNL1-poly(CUG) RNA binding | TR-FRET MBNL1-His/biotin-(CUG)12 binding, 665/545 ratio | Muscleblind-like protein 1 (Homo sapiens), Q9NR56 | Potency, µM (doses to about 57.5 µM), without a hit: at the top dose activity change, negative = inhibition, hits mostly inhibitors | actives 0.036% (n = 280,000); active = well fitted inhibition curve with a large enough effect in the signal ratio, with a control signal flat, not every such curve was filed as active; inconclusive = small, poorly fitted or top-dose-only effect, or effect the other way, or a change in a side signal; inactive = no such curve, though single readings can be large or run the other way; the % refers to the signal ratio; also: potency is read from the fitted curve at half-maximal effect; % is scaled to controls: 0 for no effect and ±100 for the full control effect
#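 Compound titration spanned 92 nM–58 uM against the MBNL1-His/biotin-(CUG)12 complex. After 60 min at room temperature with 5 nM streptavidin-XL665 and 0.055 ng/ul terbium anti-His, ratiometric 665/545 nm emission (Ex 340 nm) normalized to controls.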
# GALK inhibitor: qHTS Assay for Inhibitors of Human Galactokinase (GALK); P51570; Purified GALK, Kinase-Glo residual ATP luminescence; Potency, µM (series often up to 57.5 µM), without a hit: top-dose activity change, negative = inhibition, hits mostly inhibitors; actives 0.007% (n = 270,000); AID 1868, 2009; also: potency is read from the fitted curve at half-maximal effect; % is scaled to controls: 0 for no effect and ±100 for the full control effect
#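 Compounds were pin-transferred into ATP buffer (35 uM final), then GALK plus galactose (5 nM, 100 uM final) was added. After 1 h at room temperature, Kinase-Glo Plus was added and luminescence read after 10 min.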
# AT treatment: qHTS Assay for Identifying a Potential Treatment of Ataxia-Telangiectasia | […] A-T fibroblasts, KAP-1 phosphorylation AlphaLISA; neocarzinostatin DNA damage 30 min before lysis | Potency, µM (titrated, usually from 57.5 µM), without a hit: at the top dose activation, usual class: activators | actives 0.19% (n = 320,000); also: potency is read from the fitted curve at half-maximal effect; % of control where 0% means no effect; nearly all actives have a fitted effect of over 45% in size
#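 ATM-like activity read as KAP-1 phosphorylation via AlphaLISA donor/acceptor antibody pairs after lysis and 6 hr at 25C. Cells were ATM-null patient fibroblasts ([…], hTERT), dosed 60 min, then exposed to the DSB inducer NCS for 30 min.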
# KCNH2 3.1 block: qHTS for Inhibitors of KCHN2 3.1: Mutant qHTS | Potassium voltage-gated channel subfamily H member 2, brain isoform KCNH2 3.1 (human) | U2OS KCNH2 3.1, thallium flux FluxOr; stronger effect = lower value | activity change, % (tested at about 1.8 µM) | actives 0.95% (n = 340,000) | AID 720553, 2013;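 active = maximum activity change below -70%; inconclusive = maximum activity change from -70% to -50%; inactive = maximum activity change above -50%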;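 also: thallium influx rate constant from kinetic fluorescence after stimulation buffer; % is scaled to controls: 0 for no effect and ±100 for the full control effect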
#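 We transduce U2OS cells with the mutant 3.1 virus, culture them overnight, load FluxOr with Red40 quencher for 45 min, then add stimulation buffer and read kinetically for 2 min to derive a normalized rate constant.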
# ASM inhibitor: Inhibitors of Secretory Acid Sphingomyelinase (S-ASM): qHTS; placental ASM, HMU-PC fluorogenic substrate, 60 min; Potency, µM (doses to about 57.5 µM), inactives show at the highest dose activity change, negative = inhibition, usual class: inhibitors; actives 0.006% (n = 340,000); AID 504937, 2011; also: potency is read from the fitted curve at half-maximal effect
#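 Steps: dispense placental human ASM, pin compound, wait 10 min at room temperature, add HMU-PC0 substrate at 9 uM final, incubate 60 min at 37 °C, add stop solution raising pH to 10, read fluorescence.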
# FBPA coupling cs: qHTS Assay for Inhibitors of Fructose-1,6-bisphosphate Aldolase from Giardia Lamblia: Coupling assay counterscreen; actives 0.67% (n = 290,000); activity change, negative = inhibition, % at 58.2 µM, hits read low; coupling enzyme system counterscreen, AmpLite Red fluorescence; in the data active = activity change below about -30%; also: % is scaled to controls: 0 for no effect and ±100 for the full control effect
#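 Compounds tested against the coupling enzymes alone at 57.5 uM final; readout was AmpLite Red fluorescence (525/598 nm) after 20 min at RT.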
# MLL CXXC-DNA inh: qHTS Fluorescence Polarization Assay for Inhibitors of MLL CXXC domain - DNA interaction. MLL-CXXC / FITC-HOXA9 DNA fluorescence polarization. actives 0.037% (n = 290,000). Histone-lysine N-methyltransferase 2A (Homo sapiens), Q03164. Potency, µM (top dose mostly 115 µM), for the others: at the highest dose activity change, negative = inhibition, hits mostly inhibitors. AID 2662, 2010; active = well fitted inhibition curve with a large enough effect in the polarisation, with a control signal flat, not every such curve was filed as active; inconclusive = small, poorly fitted or top-dose-only effect, or effect the other way, or a change in a side signal; inactive = no such curve, though single readings can be large or run the other way; the % refers to the polarisation; also: potency is read from the fitted curve at half-maximal effect
#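 Steps: dispense CXXC domain solution (7 uM) → pin compounds or unlabeled HOX-A9 DNA control → 5 min ambient → add FLSN-HOX-A9 solution (50 nM) → spin → 30 min ambient → fluorescence polarization. Tris pH 7.5/NaCl/DTT/BSA buffer.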
# a7 integrin act: qHTS for Activators of Integrin-Mediated Alleviation for Muscular Dystrophy; alpha7betagal myoblasts, beta-gal FDG fluorescence, 48 h; actives 0.064% (n = 350,000); Potency, µM (doses to about 38.3 µM), for inactives: top-dose activation, most hits filed as activators;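 also: potency is read from the fitted curve at half-maximal effect; 100% = response of the positive control SU9516; nearly all actives have a fitted effect of over 60% in size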
#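 Alpha7betagal+/- myoblasts (passage 13) were plated 16-24 hr, then exposed to compounds (1:260 dilution of DMSO stock) for 48 hours at 37C. After MPER lysis, β-galactosidase reporter activity was read as FDG fluorescence (ex 480/em 540) after 30 minutes.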
# * = called active by the depositor; i = inactive; u = inconclusive; x = not tested or not shown; [ ] = dose if it differs, or a comment. Unless noted, calls follow the shape of the dose curve; as a rule, active = well fitted curve in the direction sought with a large enough effect; inconclusive = small, poorly fitted or top-dose-only effect, or another doubt; inactive = no such curve, though single readings can be large; an effect the other way counts as inactive or inconclusive.
SMILES,TRPV1 ag,KCNH2 WT inh,MBNL1-CUG inh,GALK inhibitor,AT treatment,KCNH2 3.1 block,ASM inhibitor,FBPA coupling cs,MLL CXXC-DNA inh,a7 integrin act
COc1ccc(CCNC(=O)C(=O)NCc2ccccc2C)cc1OC,3,10,-2%,1%,1%,19,-2%,5,2%,15%
CC(=O)N(CN1C(=O)C2CC=CCC2C1=O)c1cccc(Cl)c1 (stereo not given),4,5,-4%,-1%,-3%,14,5%,1,-12%,8%
CN1CCCCc2c1nc1c(c2N)CCCC1,-1,-14,-5%,3%,10%,2,-2%,0,8%,10%
O=[N+]([O-])c1ccc(N/N=C/c2cn(-c3ccccc3)nc2-c2ccccc2)cc1,x,-7,-9%,-5%,24%,u,-8%,1,-6%,-24%
Cn1nc(Oc2ncc(C(F)(F)F)cc2Cl)cc1C(F)(F)F,-4,-3,-3%,7%,5%,-19,-1%,3,2%,-7%
COc1cc(NC(=O)c2cc([N+](=O)[O-])ccc2NC(=O)CNC2CCCCC2C)cc(OC)c1 (stereo not given),-2,3,u,-1%,-5%,-10,-9%,-6,5%,-37%[inhibitor]
CCOC(=O)CSc1nc(=O)n2cccc(C)c2n1,2,-1,-4%,-3%,-2%,7,5%,0,0%,10%
COc1cc(C2C3C(=O)N(c4ccccc4)C(=O)C3ON2c2ccccc2)ccc1O (stereo not given),18,-8,10%,1%,-7%,-9,0%,1,2%,24%
Cc1ccc(S(=O)(=O)N2CCCN(C(=O)c3ccc(-n4nccc4C)cc3)CC2)cc1,0,8,x,x,1%,-1,-1%,x,x,-5%
Cc1cc(C)c[n+](C(C)C(=O)c2ccc(Cl)cc2)c1 (stereo not given),0,5,-7%,-1%,-13%,12,-1%,0,-5%,-39%
COc1ccc(C(=O)CSc2nc(C(C)(C)C)nc3ccccc23)cc1,8,-1,2%,-1%,11%,14,-9%,0,-3%,-25%
CCOC(=O)C1CCN(C(=O)CC(NS(=O)(=O)c2ccc(OC)cc2)C(C)C)CC1 (stereo not given),-1,4,-12%,0%,-5%,4,1%,8,3%,-1%
Cc1cc(C)cc(NC(=O)Oc2ccccc2N2CCCCC2)c1,0,-9,-3%,0%,-2%,-1,-1%,-4,-4%,-11%
Cc1ccc(Cn2nnc(C(=O)Nc3cccc(C)c3C)c2N)cc1,16,1,0%,0%,-5%,31,-2%,-1,16%,-26%
Cc1cc(-c2nnc(SCC(=O)Nc3ccc(C)c(C)c3)n2N)n[nH]1,-3,-9,3%,-6%,8%,-22,-1%,x,8%,3%
COc1ccc(-c2nn(CCC#N)cc2C=C(C#N)C#N)cc1,9,x,15%,1%,2%,-13,1%,1,0%,-11%
O=C(CC(=O)N/N=C/c1ccc(F)cc1)N/N=C/c1ccc(F)cc1,11,-2,-3%,x,2%,-12,-1%,4,1%,u
CC(Sc1ncccn1)C(=O)N1CCc2ccccc21 (stereo not given),0,-4,x,x,-7%,-3,1%,x,x,23%
CCOC(=O)C(/C(C)=N/NC(=O)C1CC1c1ccccc1)C(C)C (stereo not given),4,1,x,0%,-6%,-3,3%,4,2%,16%
O=c1c(Sc2ccccc2)c(C(F)(F)F)[nH]n1-c1ccccc1,5,-2,-9%,0%,x,x,8%,13,7%,24%
Cc1ccc2c(c1)N(CC(=O)NCCc1ccc(Cl)cc1)C(=O)c1cccnc1O2,2,-7,1%,x,6%,-3,-4%,6,x,-9%
N/C(=N\OC(=O)c1ccc2c(c1)OCO2)c1cccc([N+](=O)[O-])c1,25,1,u,1%,1%,27,-2%,0,3%,12%
CC(C)(C)c1ccc(Cn2ccc(-c3ccc4c(c3)OCO4)n2)cc1,-2,-1,10%,1%,-1%,-7,-9%,0,2%,-32%
Cn1c(=O)[nH]c(=O)c2c1nc(N1CCOCC1)n2CCN1CCOCC1,1,-7,-2%,-1%,-1%,0,-2%,-3,-4%,11%
CC(C)[C@H](NC(=O)c1ccco1)C(=O)OCC(=O)N1CCc2ccccc21,2,-1,1%,-2%,1%,5,0%,-1,1%,-22%
# (listing goes on)
SMILES,TRPV1 ag,KCNH2 WT inh,MBNL1-CUG inh,GALK inhibitor,AT treatment,KCNH2 3.1 block,ASM inhibitor,FBPA coupling cs,MLL CXXC-DNA inh,a7 integrin act
Cn1nc(C(=O)OCC(=O)Nc2sccc2C(N)=O)c2ccccc2c1=O,2,1,7%,x,0%,-9,0%,0,-5%,-9%
CC(C(=O)NC(=O)NC1CCCCC1)N1CCN(C(c2ccccc2)c2ccccc2)CC1 (stereo not given),2,1,-4%,3%,0%,4,0%,3,8%,15%
N#CNC(=Nc1ccc(F)cc1)SCc1ccccc1,9,x,-6%,1%,1%,14,0%,3,2%,-43%
O=C(CNC1CCCCCC1)Nc1ccc(S(=O)(=O)NC2CC2)cc1,u,9,u,-3%,0%,7,4%,3,1%,7%
Cc1cccc(NC(=O)c2ccc3c(c2)C(=O)N(c2ccccc2C)C3=O)n1,0,1,x,x,5%,14,7%,x,x,17%
O=c1[nH]c(SCc2ccc(F)cc2Cl)nc2ccccc12,6,i,8%,0%,2%,13,-2%,0,1%,14%
Cc1nnc(SCCn2c(N3CCC(C)CC3)nc3c2c(=O)[nH]c(=O)n3C)s1,0,7,8%,2%,x,7,3%,-4,3%,1%
Cc1ccccc1NC(=O)c1onc2c1CCCC2,3,3,0%,0%,30%,3,0%,0,1%,6%
C/C(=N\Nc1cc(-c2ccccc2)nc(-c2ccccc2)n1)c1ccc(O)c(C)c1,-5,-4,21%,-1%,x,6,-3%,0,27%,-62%[inhibitor]
CN(C)S(=O)(=O)c1ccc(C(=O)NCC(C)(C)CN=C2NS(=O)(=O)c3ccccc32)cc1,-2,-3,-1%,8%,6%,-25,0%,1,-6%,-8%
COc1cccc(C2=CC(c3ccccc3)n3nnnc3N2)c1 (stereo not given),x,-1,-3%,-5%,18%,1,31%[activator],-8,0%,-21%
Cc1cc(N/N=C/c2cccc(Br)c2)nc2ccccc12,1,-2,x,1%,-2%,-40,-5%,-6,19%,6%
COc1ccccc1N1CCN(C(=O)CSc2nc3ccccc3nc2N2CCCCC2)CC1,0,-11,-7%,x,-8%,-4,10%,-3,x,-20%
COC(=O)C1=C(C)N(c2cc(C)cc(C)c2)/C(=C/c2ccco2)C1=O,u,-2,x,-1%,4%,4,-9%,-2,3%,-15%
COc1ccc(-c2nc(CN3CCN(C(=O)c4ccco4)CC3)c(C)o2)c(F)c1,7,1,-8%,-5%,-3%,13,-2%,2,6%,-6%

# Rewritten with tabs: part of the list above.
smiles	TRPV1 ag	KCNH2 WT inh	MBNL1-CUG inh	GALK inhibitor	AT treatment	KCNH2 3.1 block	ASM inhibitor	FBPA coupling cs	MLL CXXC-DNA inh	a7 integrin act
O=[N+]([O-])c1ccc(N/N=C/c2cn(-c3ccccc3)nc2-c2ccccc2)cc1	x	-7	-9%	-5%	24%	u	-8%	1	-6%	-24%
Cn1nc(Oc2ncc(C(F)(F)F)cc2Cl)cc1C(F)(F)F	-4	-3	-3%	7%	5%	-19	-1%	3	2%	-7%

# Part of the list above in order of length of the SMILES, falling:
SMILES,TRPV1 ag,KCNH2 WT inh,MBNL1-CUG inh,GALK inhibitor,AT treatment,KCNH2 3.1 block,ASM inhibitor,FBPA coupling cs,MLL CXXC-DNA inh,a7 integrin act
CN(C)S(=O)(=O)c1ccc(C(=O)NCC(C)(C)CN=C2NS(=O)(=O)c3ccccc32)cc1,-2,-3,-1%,8%,6%,-25,0%,1,-6%,-8%
C/C(=N\Nc1cc(-c2ccccc2)nc(-c2ccccc2)n1)c1ccc(O)c(C)c1,-5,-4,21%,-1%,x,6,-3%,0,27%,-62%[inhibitor]
COc1ccc(-c2nc(CN3CCN(C(=O)c4ccco4)CC3)c(C)o2)c(F)c1,7,1,-8%,-5%,-3%,13,-2%,2,6%,-6%
COc1ccccc1N1CCN(C(=O)CSc2nc3ccccc3nc2N2CCCCC2)CC1,0,-11,-7%,x,-8%,-4,10%,-3,x,-20%
Cn1nc(C(=O)OCC(=O)Nc2sccc2C(N)=O)c2ccccc2c1=O,2,1,7%,x,0%,-9,0%,0,-5%,-9%
COc1cccc(C2=CC(c3ccccc3)n3nnnc3N2)c1 (stereo not given),x,-1,-3%,-5%,18%,1,31%[activator],-8,0%,-21%

# Hits appear at their usual frequency, and some 2% of all compounds hit somewhere here.
